# Screens as filed in PubChem BioAssay.
# SNCA expr inh: Primary qHTS assay for inhibitors of alpha-synuclein gene (SNCA) expression; HEK-293 SNCA-luciferase knock-in, luminescence, 24 h; 140,000 compounds, 0.17% hits; AID 1671194, 2021; Potency, µM (titrated, usually from 57.2 µM), for the others: at the top dose activity change, negative = inhibition, most hits filed as inhibitors;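 also: potency is read from the fitted curve at half-maximal effect; plate controls were DMSO cells for no effect and cell-free wells for full effect; nearly all actives have a fitted effect of over 45% in size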
# HEK cytotox: Cytotoxic Profiling in HEK 293 Cell Line of Diverse Libraries Using Quantitative High-Throughput Screening; 94,000 compounds, 6.6% hits; HEK 293 viability, ATP luminescence (CellTiter-Glo), 48-72 h; Potency, µM (highest dose often 115 µM), for the others: at the highest dose activity change, negative = cytotoxicity, most hits filed as inhibitors; AID 1345083, 2018; also: potency is read from the fitted curve at half-maximal effect; nearly all actives have a fitted effect of over 60% in size
#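 Cells seeded first (HEK 293, 250 cells/well), then compound added by pintool. Incubation ran 48 or 72 hr at 37 degree Celsius. CellTiter-Glo was added and luminescence imaged after 10 min at room temperature.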
# GPT2 inhibitor: Primary qHTS assay for inhibitors of Glutamate pyruvate transaminase 2 (GPT2); Potency, µM (titrated, usually from 57.7 µM), without a hit: top-dose activity change, negative = inhibition, actives largely listed as inhibitors; Recombinant GPT2, coupled pyruvate oxidase/HRP Amplex Red fluorescence; Alanine aminotransferase 2 (Homo sapiens), Q8TD30; 100,000 compounds, 0.25% hits; AID 1671188, 2021; also: potency is read from the fitted curve at half-maximal effect; nearly all actives have a fitted effect of over 60% in size; many of its hits are not listed in these tables
#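 Recombinant GPT2 (10ng/uL) with 250uM a-KG and 2mM L-alanine, 30 min at room temperature, in HEPES pH 7.5 buffer. Pyruvate detected by pyruvate oxidase/HRP/Amplex Red fluorescence after 30 min in the dark; AOA (50uM) as positive control.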
# 3T3 cytotox: Cytotoxic Profiling in NIH 3T3 Cell Line of Diverse Libraries Using Quantitative High-Throughput Screening | NIH 3T3 viability, CellTiter-Glo ATP luminescence, 48-72 h | 94,000 compounds, 4.3% hits | Potency, µM (series often up to 96.7 µM), without a hit: top-dose activity change, negative = cytotoxicity, actives largely listed as inhibitors; also: potency is read from the fitted curve at half-maximal effect; nearly all actives have a fitted effect of over 55% in size
#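 Cytotoxicity was measured by CellTiter-Glo ATP luminescence after 48 or 72 h compound exposure at 37 °C. Mouse NIH 3T3 fibroblasts were seeded at 400 cells/well and dosed by 23 nL pin transfer.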
# HEK293 viab: GF-AFC viability counterscreen for inhibitors of alpha-synuclein gene (SNCA) expression | HEK-293-SNCA-luc viability, GF-AFC fluorescence, 24 h | Potency, µM (top dose mostly 57.1 µM), for inactives: at the top dose activity change, negative = cytotoxicity, actives largely listed as cytotoxic | 150,000 compounds, 0.12% hits;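 also: potency is read from the fitted curve at half-maximal effect; 0% = DMSO-treated cells and -100% = medium-only wells without cells; nearly all actives have a fitted effect of over 30% in size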
#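 Cytotoxicity counterscreen: after 24 h compound treatment of genome-edited SNCA-luciferase HEK-293 cells, live-cell protease substrate GF-AFC read by fluorescence after 30 min; activity scaled between DMSO (0%) and medium-only (-100%), curves Hill-fitted.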
# IP6K1 inhibitor: Primary qHTS assay for small molecule inhibitors of Inositol hexaphosphate kinase 1 (IP6K1) | Inositol hexakisphosphate kinase 1 (Homo sapiens), Q92551 | IP6K1 kinase, ADP-Glo luminescence, 2 h; hits give low values | 140,000 compounds, 0.81% hits | activity change, % (series mostly up to about 58 µM) | AID 1645851, 2021; in the data active = activity change below about -25%
# Target sequence (Q92551 whole entry, looked up): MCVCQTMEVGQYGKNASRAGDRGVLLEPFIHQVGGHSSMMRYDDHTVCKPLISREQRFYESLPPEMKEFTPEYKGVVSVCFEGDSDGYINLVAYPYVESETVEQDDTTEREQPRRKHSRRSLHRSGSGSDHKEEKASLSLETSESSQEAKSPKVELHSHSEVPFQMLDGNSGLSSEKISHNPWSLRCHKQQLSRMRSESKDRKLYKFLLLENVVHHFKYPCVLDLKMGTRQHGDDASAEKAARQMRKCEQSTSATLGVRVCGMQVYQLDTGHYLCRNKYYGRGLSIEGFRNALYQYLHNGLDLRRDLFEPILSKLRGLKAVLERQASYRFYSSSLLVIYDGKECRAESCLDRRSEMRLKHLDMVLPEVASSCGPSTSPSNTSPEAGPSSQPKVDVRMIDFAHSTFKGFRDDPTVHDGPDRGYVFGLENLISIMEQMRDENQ
#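 ADP-Glo luminescence measures ADP made by human IP6K1 during a 2 h RT reaction with ATP/IP6 (mix at 1.3 mM/130 uM); top library doses 57.5 and 19.1 uM final.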
# FLuc inh: Firefly luciferase inhibition profiling of diverse chemical library using quantitative high-throughput screening | AID 1347043, 2019 | purified P. pyralis luciferase, luminescence, biochemical | 76,000 compounds, 2.5% hits | Potency, µM (series often up to 115 µM), inactives show at the top dose activity change, negative = inhibition, hits mostly inhibitors; also: potency is read from the fitted curve at half-maximal effect; nearly all actives have a fitted effect of over 65% in size
# Target sequence (P08659 whole entry, looked up): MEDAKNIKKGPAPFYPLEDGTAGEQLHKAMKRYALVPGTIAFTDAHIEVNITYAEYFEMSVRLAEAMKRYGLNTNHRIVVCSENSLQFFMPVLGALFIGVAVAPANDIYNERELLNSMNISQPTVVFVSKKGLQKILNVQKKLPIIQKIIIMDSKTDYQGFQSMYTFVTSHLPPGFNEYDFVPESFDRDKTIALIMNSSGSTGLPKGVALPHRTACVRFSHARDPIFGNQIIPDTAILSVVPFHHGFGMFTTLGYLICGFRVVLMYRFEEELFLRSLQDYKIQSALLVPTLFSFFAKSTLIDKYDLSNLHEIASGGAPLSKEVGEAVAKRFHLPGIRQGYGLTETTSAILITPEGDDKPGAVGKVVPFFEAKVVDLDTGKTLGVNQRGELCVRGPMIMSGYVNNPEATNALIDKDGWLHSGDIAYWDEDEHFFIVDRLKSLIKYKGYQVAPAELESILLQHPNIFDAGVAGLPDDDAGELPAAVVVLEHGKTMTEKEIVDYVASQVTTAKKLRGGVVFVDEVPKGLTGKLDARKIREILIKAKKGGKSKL
#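 Purified 10nM P. pyralis luciferase with 10uM D-luciferin and 10uM ATP in 50mM Tris acetate pH 7.5, 10mM Mg acetate, 0.01% Tween-20, 0.05% BSA. qHTS titration; luminescence read by CCD imager.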
# * marks the source's active call; other numbers are inactive results; i = inactive; ? = inconclusive; . = not tested or not shown; & = joins results of further samples; [ ] = remark or other dose. Unless noted, calls follow the shape of the dose curve; as a rule, active = well fitted curve in the direction sought with a large enough effect; inconclusive = small, poorly fitted or top-dose-only effect, or another doubt; inactive = no such curve, though single readings can be large; an effect the other way counts as inactive or inconclusive. Unless noted, % is scaled to controls: 0 for no effect and ±100 for the full control effect. Not all compounds are listed; the hit share may differ from the screen's.
# Letter code: A = SNCA expr inh; B = HEK cytotox; C = GPT2 inhibitor; D = 3T3 cytotox; E = HEK293 viab; F = IP6K1 inhibitor; G = FLuc inh
CC(=O)NC1(C)CCN(Cc2ccccc2-c2ccccc2Oc2ccccc2)C1 (stereo not given)
  A: ?; B: ?; C: i; D: 79µM*; E: ?; F: -4; G: 7%[172 µM]

CC1(C)CN(C(=O)c2coc(COc3ccc4c(c3)OCO4)n2)CCO1
  A: 10%; B: -12%; C: i; D: -24%; E: 7%; F: -4; G: -4%

CCCNC(=O)CCN(CCCOC)C(=O)c1cc(C)oc1C
  A: -27%; B: -3%; C: i; D: -2%; E: 8%; F: -6; G: -3%

CCOc1cc(C(=O)Nc2ccc(Cl)c(-c3nc4ccccc4[nH]3)c2)cc(OCC)c1OCC
  A: -12%; B: .; C: 2%; D: .; E: -33%&-7%; F: 15; G: .

CN(C(=O)c1ccc2oc(Cc3ccc(Cl)cc3)nc2c1)[C@H]1COC[C@@H]1O
  A: 16%; B: -21%; C: -4%; D: -26%; E: 1%; F: 7; G: -1%

Cc1cn2nc(C(=O)N3CCC(NC(=O)C(C)c4ccccc4)CC3)cc2c(=O)[nH]1 (stereo not given)
  A: -1%; B: -1%; C: -12%; D: i; E: 6%; F: 4; G: -5%

O=C(N[C@H](Cc1ccccn1)C1CC(O)C1)c1scc2c1OCCO2 (stereo not given in full)
  A: 8%; B: i; C: -3%; D: -16%; E: -30%; F: -5; G: -11%

Cc1ccccc1Nc1nnc(-c2ccc(C)c(S(=O)(=O)N3CCN(C)CC3)c2)c2ccccc12
  A: -6%; B: .; C: .; D: .; E: 3%; F: 6; G: .

O=c1ccc2cc(S(=O)(=O)Nc3ccc(OC(F)(F)F)cc3)ccc2[nH]1
  A: ?; B: .; C: .; D: .; E: 5%; F: -1; G: .

CC1OC(OC2C(OC3C(O[C@H]4CC[C@@]5(C)C(CC[C@]6(C)C5C(=O)CC5=C7CC(C)(C)CC(O)[C@]7(C)CC[C@]56C)C4(C)C)OC(C(=O)O)C(O)C3O)OCC(O)C2O)C(O)C(O)C1O (stereo not given in full)
  A: .; B: .; C: i; D: .; E: -2%[12.5 µM]; F: -13; G: .

CCCCCNC(=O)C1CCC(Cn2c(=O)c3sccc3n(CC)c2=O)CC1 (stereo not given)
  A: -8%; B: .; C: .; D: .; E: 8%; F: -3; G: .

CCn1c(=O)cc(SCC(=O)N2CCN(c3ccccc3F)CC2)c2ccccc21
  A: -1%; B: .; C: .; D: .; E: 13%; F: -7; G: .

Cc1ccc(C(=O)N2CCC3(CC2)CC(N(Cc2ccc(F)cc2)C2CC2)CCO3)cc1 (stereo not given)
  A: -7%; B: ?; C: i; D: ?; E: -5%; F: -16; G: 3%

CN(C(=O)Cc1cccc(Cl)c1)C1CCc2ccccc21 (stereo not given)
  A: 5%[87.6 µM]; B: ?; C: i; D: ?; E: -26%[87.6 µM]; F: -7; G: -7%[172 µM]

Cc1ccc(-c2ccc3nnc(CNC(=O)c4cccnc4)n3n2)cc1
  A: -15%; B: i; C: -5%; D: -21%; E: -15%; F: -6; G: -1%

Cc1ccc(CNC(=O)N2CCCCCCNC(=O)[C@@H]3CCC[C@@H]32)cc1
  A: 18%; B: -8%; C: i; D: -25%; E: -7%; F: -1; G: -6%

COc1cccc(C2CC(=O)Nc3c2ccc(C)c3C)c1OC (stereo not given)
  A: ?; B: .; C: .; D: .; E: -24%; F: 2; G: .

O=C(Nc1ccccc1)c1cnc(N2CCCCC2)c2ccccc12
  A: ?; B: .; C: .; D: .; E: -16%; F: -4; G: .

CCOc1ccc(-c2cc3c(=O)n(CCNC(=O)c4ccc(C)cc4)ccn3n2)cc1
  A: 106%[activator]; B: i; C: 1%; D: i; E: 7%; F: -2; G: 0%

COC(=O)[C@@H]1C[C@@H](NC(=O)C2CCN(C(=O)CC(C)C)CC2)CN1C
  A: -11%; B: -17%; C: 1%; D: -8%; E: 0%; F: -2; G: 9%

COc1cc(-c2nc(N[C@H](CO)Cc3ccccc3)ccc2C(=O)NCCOc2ccccc2)cc(OC)c1OC
  A: .; B: .; C: i; D: .; E: -21%; F: -1; G: .

Cc1cc(C)cc(N2C(=O)CS(=O)(=O)C23C(=O)N(Cc2ccc(F)cc2)c2ccc(C)cc23)c1 (stereo not given)
  A: -21%; B: .; C: .; D: .; E: -1%; F: 5; G: .

CC1CCC2C(C(=O)O)=CC3(O)CC(C)(C)CC123 (stereo not given)
  A: .; B: .; C: 4%; D: .; E: -18%; F: 11; G: .

O=C(CCc1cc2n(n1)CCCNC2)Nc1ccccc1CCc1ccccn1
  A: 0%; B: -18%; C: ?; D: -17%; E: 12%; F: -18; G: 4%

CCc1cccc(NC(=O)C(Cc2ccccc2)NS(=O)(=O)c2cccs2)c1 (stereo not given)
  A: -22%; B: .; C: .; D: .; E: -5%; F: -19; G: .

# Full records, looked up by structure.
# CN(C(=O)c1ccc2oc(Cc3ccc(Cl)cc3)nc2c1)[C@H]1COC[C@@H]1O is entered as SNCA expr inh = 16%; HEK cytotox = -21%; GPT2 inhibitor = -4%; 3T3 cytotox = -26%; HEK293 viab = 1%; IP6K1 inhibitor = 7; FLuc inh = -1%
# CCOc1cc(C(=O)Nc2ccc(Cl)c(-c3nc4ccccc4[nH]3)c2)cc(OCC)c1OCC is entered as SNCA expr inh = -12%; HEK cytotox = .; GPT2 inhibitor = 2%; 3T3 cytotox = .; HEK293 viab = -33%&-7%; IP6K1 inhibitor = 15; FLuc inh = .

# (list continues)
# Letter code: A = SNCA expr inh; B = HEK cytotox; C = GPT2 inhibitor; D = 3T3 cytotox; E = HEK293 viab; F = IP6K1 inhibitor; G = FLuc inh
O=C1c2cnc(-c3ccncc3)nc2OCCN1c1ccccc1
  A: 27%[87.6 µM]; B: ?; C: -18%[88.5 µM]; D: -23%[138 µM]; E: -4%[87.6 µM]; F: 14; G: ?

Cc1ccc(-n2nc3ccc(NC(=O)COc4ccccc4C)cc3n2)cc1
  A: 1%; B: .; C: .; D: .; E: 2%; F: 4; G: .

O=C1COc2ccc(NCc3cccs3)nc2CN1Cc1ccc(F)cc1
  A: -28%[87.6 µM]; B: ?; C: -7%[88.5 µM]; D: ?; E: -9%[87.6 µM]; F: -10; G: 6%[172 µM]

COc1ccc(C(=O)N2CCN(c3cc(-c4ccc(Cl)cc4)[nH]n3)CC2)cc1F
  A: ?; B: ?; C: i; D: ?; E: -7%; F: -1; G: -9%

O=C1NCCCCCN(S(=O)(=O)c2ccccc2)[C@H]2CCCC[C@@H]12
  A: -11%; B: -17%; C: i; D: -9%; E: -19%; F: -12; G: 0%

Cc1cnc(C2CCC2)n1CCN
  A: -13%; B: -13%; C: 2%; D: -11%; E: -5%; F: 0; G: 6%

COc1ccc(-c2nc(C3CC3)nc3c2CN([S+](=O)([O-])c2onc(C)c2C)CC3)cc1
  A: -6%; B: -11%; C: -1%; D: -19%; E: -7%; F: 8; G: 3%

O=C1[C@@H]2C[C@@H](O)CN2C2(CN(Cc3ccccn3)C2)C(=O)N1Cc1ccccc1Cl
  A: 10%[87.6 µM]; B: -9%[172 µM]; C: ?; D: ?; E: 5%[87.6 µM]; F: -8; G: -2%[172 µM]

Cc1cccc(CN2C[C@@H]3C(=O)N(C)C(=O)[C@@H]3C2)c1
  A: -11%; B: -9%; C: -8%; D: -10%; E: 6%; F: -3; G: 2%

Cc1nnc(N2CCC(C(=O)NC3CCCCC3)CC2)c2nn(-c3ccc(Cl)cc3)c(C)c12
  A: -1%; B: .; C: .; D: .; E: 9%; F: 8; G: .

O=C(NCc1nnc2n1C(C(=O)O)CC2)C1CCCC1 (stereo not given)
  A: -5%[87.6 µM]; B: i; C: 4%[88.5 µM]; D: 5%[138 µM]; E: -6%[87.6 µM]; F: 7; G: .

CC(C)C[C@@H]1NC(=O)[C@@H]2C[C@@]34C[C@@H]5[C@@]6(C)CCCC(C)(C)C6CC[C@@]5(C)N(c5ccccc53)[C@H]4N2C1=O (stereo not given in full)
  A: .; B: .; C: i; D: .; E: ?; F: -10; G: .

COc1ccc(OCC2CN(Cc3cccs3)C(=O)c3cccnc3O2)cc1 (stereo not given)
  A: .; B: ?; C: .; D: ?; E: .; F: -6; G: .

COc1cc(NC(=O)c2cnc(-c3ccc(F)cc3)nc2-c2ccncc2)cc(OC)c1
  A: 11%; B: ?; C: 4%; D: ?; E: -13%; F: -14; G: 26%

CCc1ccccc1NC(=O)N1C[C@@H](F)C[C@H]1C(=O)N1CCCCC1
  A: 23%; B: -12%; C: i; D: -20%; E: 10%; F: -9; G: -1%

CCC(C)NC(=O)c1ccc(CN2C(=O)NC3(CCS(=O)(=O)CC3)C2=O)cc1 (stereo not given)
  A: ?; B: 15%; C: i; D: i; E: 4%; F: 16; G: 10%

Cc1ccc(-c2cc(-c3cccnc3)nc3c(C)noc23)c(C)c1
  A: -16%[87.6 µM]; B: 79µM*; C: ?; D: ?; E: 9%[87.6 µM]; F: -11; G: ?

CCCn1c2ccccc2c2cnn(CC(=O)N(CCCOC)Cc3ccco3)c(=O)c21
  A: -8%; B: .; C: .; D: .; E: -1%; F: -15; G: .

COc1ccc(NC(=O)CSc2ncc3c(n2)-c2cc(Cl)ccc2N(Cc2ccccc2F)S3(=O)=O)cc1
  A: -20%; B: .; C: .; D: .; E: 5%; F: -12; G: .

O=C1NCCCCCN(C(=O)NCc2ccc(F)cc2)[C@H]2CCCC[C@@H]12
  A: -9%; B: -3%; C: -3%; D: -5%; E: -12%; F: -13; G: -2%

c1cncc(Nc2cc3c(cn2)CN(CC2CCCCC2)CCN3)c1
  A: -13%[87.6 µM]; B: ?; C: -3%[88.5 µM]; D: ?; E: -15%[87.6 µM]; F: -2; G: ?

Cc1nn(-c2ccccc2)c(OC(=O)c2ccc(F)cc2)c1S(=O)(=O)c1ccccc1
  A: -10%; B: .; C: .; D: .; E: 7%; F: -23; G: .

O=C1NCCCCCCN(S(=O)(=O)c2cccc3cccnc23)[C@H]2CCCC[C@@H]12
  A: -14%; B: ?; C: i; D: -25%; E: ?; F: -4; G: -5%
